LDHA inh: LDHA (human) enzyme inhibition. activity change, % (values are at about 110 or 230 µM). AID 1347041. P00338. 0.15% of 480,000 active. purified LDHA, NADH/diaphorase-resazurin fluorescence; stronger effect = lower value; in the data active means activity change below about -30%;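 further: plate controls were DMSO wells for no effect and wells without enzyme for full effect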
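Resorufin fluorescence (ex540/em590), read at 0 and 20 min after diaphorase/resazurin addition, reports the NADH left after a 5 min room-temperature reaction of 2 nM human LDH5 with 0.06 mM NADH and 0.2 mM pyruvate.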
* hit, by the source's call.

smiles,LDHA inh
CCOc1cccc(CNCCc2ccc(OC)cc2)c1,0
COc1ccc(CN2CCN(C(=O)COc3ccc4ccccc4c3)CC2)cc1OC,5
CC(C)Cn1nc(C(=O)NCC2(N3CCOCC3)CCCCC2)c2ccccc2c1=O,-12
CCC1c2cccn2-c2ccccc2CN1C(=O)Nc1cc(F)ccc1F (stereo not drawn),0
CC(C)C1c2cccn2-c2ccccc2CN1C(=O)Nc1ccccc1F (stereo not drawn),1
C[N+](C)(N)CCCl,-11
Clc1ccc(Cl)c(-c2ccc(CNC3CN4CCC3CC4)o2)c1 (stereo not drawn),15
CCOC(=O)C1=C(N)Oc2c(c(=O)oc3ccccc23)C12C(=O)Nc1ccc(Br)cc12 (stereo not drawn),17
CN(C)C(CSS(=O)(=O)c1ccccc1)CSS(=O)(=O)c1ccccc1,-3
COc1ccc(N2C(=O)NC(=O)C3(Cc4cc(C)ccc4N(C)C3)C2=O)cc1 (stereo not drawn),1
COc1cc(CN2CCN(C(=O)COc3ccc4ccccc4c3)CC2)cc(OC)c1O,37
COc1ccc(C2SCC(=O)Nc3c2c(C)nn3C)cc1OC (stereo not drawn),2
Clc1cc(CNC2CN3CCC2CC3)cc(Cl)c1OCc1ccccc1 (stereo not drawn),2
Nc1nc(CN2CCN(C(=O)COc3cccc(F)c3)CC2)nc2ccccc12,-4
CCOc1cc(CNC2CN3CCC2CC3)ccc1OCc1ccccc1Cl (stereo not drawn),10

A different layout for 4 compounds above.
CCOC(=O)C1=C(N)Oc2c(c(=O)oc3ccccc23)C12C(=O)Nc1ccc(Br)cc12 (stereo not drawn)
  LDHA inh: 17
COc1ccc(C2SCC(=O)Nc3c2c(C)nn3C)cc1OC (stereo not drawn)
  LDHA inh: 2
COc1ccc(CN2CCN(C(=O)COc3ccc4ccccc4c3)CC2)cc1OC
  LDHA inh: 5
CN(C)C(CSS(=O)(=O)c1ccccc1)CSS(=O)(=O)c1ccccc1
  LDHA inh: -3

Carrying on:
smiles,LDHA inh
O=[N+]([O-])c1ccc(NC(c2ccccc2)c2ccccn2)c2ccncc12 (stereo not drawn),27
CN1CC2(Cc3c1ccc1ccccc31)C(=O)NC(=O)N(CCc1ccccc1)C2=O (stereo not drawn),41
COc1ccc(CCNCc2ccc(Br)cc2)cc1,11
COc1ccc(C2SCC(=O)Nc3c2c(C)nn3-c2ccc(C)cc2)cc1OC (stereo not drawn),-2
COc1cc(C=O)cc2c1OCO2,13
Cc1noc(C(C)N2CCN(C(=O)Cc3ccccc3Cl)CC2)n1 (stereo not drawn),1
COc1cccc(CC(=O)N2CCN(CC(=O)NC(N)=O)CC2)c1,-13
CN1CCN(C(=O)COc2ccc3c(=O)c(-c4ccccc4)coc3c2)CC1,5
ClCc1cccnc1,-7
Cc1cccc(-n2nnnc2C2(NC3CCCCC3)CCCCC2)c1,1
NCCCN1CCN(Cc2ccccc2)CC1,-1
CCN1CCN(c2ccc([N+](=O)[O-])c3cnccc23)CC1,32
CNC1CCc2ccccc21 (stereo not drawn),3
CCC(CN)c1ccccc1 (stereo not drawn),-3
COc1cccc2c1ccn2CC(=O)NCC1(CC(=O)O)CCCCC1,-4
c1ccc(CCNC2CCCCCCC2)cc1,0
CC(C)C12CN3CCN(CC(C3)C1=O)C2,-5
N#Cc1ccc(NC(=O)COC(=O)c2nc(-c3ccccc3)n(-c3ccccc3)n2)cc1Cl,7
COC(=O)c1ccc(CBr)cc1,-2
CNC(=O)C1CCN(C(=O)c2cn(Cc3ccccc3)c3ccccc23)CC1,-2
Fc1ccc(F)c(C(Cl)(Cl)Cl)c1,-6
Cc1n[nH]c(C)c1[Se]c1c(C)n[nH]c1C,-12
CNC(=O)C(C)NC(=O)c1cn(Cc2ccccc2)c2ccccc12 (stereo not drawn),-12
CC(N)Cc1cccs1 (stereo not drawn),5
FC(F)(F)c1cccc(-n2nnnc2C2(N3CCCCC3)CCCCC2)c1,1
Cn1cc(C(=O)OCC(=O)NC(C)(C)C)c2ccccc21,-11
CC12CN3CN(C1)CC(C)(C3)C2=O,0
O=C(NCCNC(=O)c1cn(Cc2ccccc2)c2ccccc12)c1ccncc1,0
CCCCSc1nnc([C@@H](N)Cc2c[nH]c3ccccc23)o1,-6
Cc1ccc(NC(=O)c2cn(Cc3ccccc3)nn2)c(C)c1,3

Quoted at random: four entries already listed
smiles,LDHA inh
Cc1n[nH]c(C)c1[Se]c1c(C)n[nH]c1C,-12
CC(C)C12CN3CCN(CC(C3)C1=O)C2,-5
Cc1ccc(NC(=O)c2cn(Cc3ccccc3)nn2)c(C)c1,3
COC(=O)c1ccc(CBr)cc1,-2

Additional results
smiles,LDHA inh
O=C(COc1ccc2c(=O)c(-c3ccccc3)coc2c1)N1CCN(CCO)CC1,3
CCOCCCNC(=O)CCl,4
CCC1CN(C)CCC1(OC(=O)c1ccccc1)c1ccccc1 (stereo not drawn),-15
Cc1ccc(-n2nnnc2C2(N)CCCCC2)cc1,3
Cc1cc(=O)oc2cc(OCC(=O)N3CCN(CCO)CC3)c(Cl)cc12,1
CN(C)C(=O)Oc1ccc2c(=O)c(-c3ccc(Br)cc3)c(C(F)(F)F)oc2c1,12
N#Cc1cc2c(cc1C(=O)c1cccs1)OCCO2,-3
CC(C)n1nc(C(=O)NCC2(N3CCOCC3)CCCCC2)c2ccccc2c1=O,-10
CCOC(=O)C1=C(C)OC(N)=C(C(=O)OCC)C12C(=O)Nc1ccccc12 (stereo not drawn),7
CC1OC(OC2CCC3(C=O)[C@H]4CCC5(C)C(C6=CC(=O)OC6)CCC5(O)[C@@H]4CCC3(O)C2)C(O)C(O)C1O (stereo partly drawn),3
Cc1[nH]nc2c1C(c1ccc(C(=O)O)cc1)SCC(=O)N2 (stereo not drawn),4
Cc1oc2cc(OCC(=O)N3CCN(CCO)CC3)ccc2c(=O)c1Oc1ccccc1,-2
Cc1oc2cc(OCC(=O)N3CCN(C)CC3)ccc2c(=O)c1Oc1ccccc1,-12
COc1ccc(OC)c(NC(=O)CN2C(=O)CN=C(c3ccccc3Cl)c3cc(Cl)ccc32)c1,7
C[N+](C)(C)Cc1cccs1,0

Reformatted: 3 of the compounds above.
> Cc1oc2cc(OCC(=O)N3CCN(CCO)CC3)ccc2c(=O)c1Oc1ccccc1
  LDHA inh: -2
> Cc1oc2cc(OCC(=O)N3CCN(C)CC3)ccc2c(=O)c1Oc1ccccc1
  LDHA inh: -12
> COc1ccc(OC)c(NC(=O)CN2C(=O)CN=C(c3ccccc3Cl)c3cc(Cl)ccc32)c1
  LDHA inh: 7

Not a retest: an excerpt of the list.
smiles,LDHA inh
O=C(COc1ccc2c(=O)c(-c3ccccc3)coc2c1)N1CCN(CCO)CC1,3
CCOCCCNC(=O)CCl,4

Next entries:
smiles,LDHA inh
Cc1noc(C)c1COc1ccc(CC(=O)N2CCN(CC(=O)N3CCCCC3)CC2)cc1,2
N#Cc1c(-c2cc(F)cc(-c3no[n+]([O-])c3C#N)c2)no[n+]1[O-],3
c1ccc(CCNC2CC2)cc1,3
CCN(CC)C(=O)c1ccc(NC(=O)c2cc(-c3ccco3)nc3ccccc23)cc1,18
CC(Nc1ccc([N+](=O)[O-])c2nonc12)c1ccc(Cl)cc1 (stereo not drawn),-2
Cc1ccc(C2(O)CC(C)N(C)CC2C)c(C)c1 (stereo not drawn),2
CCOc1ccc(CNCCc2c[nH]c3ccccc23)cc1,0
O=C(c1cn(Cc2ccccc2)c2ccccc12)N1CCC(C(=O)N2CCCCC2)CC1,-17
COC(CN)c1ccccc1 (stereo not drawn),-4
O=C(CN1CCN(Cc2ccccc2)CC1)Nc1ccc(Cl)cc1C(=O)c1ccccc1,8
C=CCN1CCN(c2cccc(C(F)(F)F)c2)CC1,8
O=C(CN1CC=C(c2ccccc2)CC1)N(C1CCCCC1)C1CCS(=O)(=O)C1 (stereo not drawn),-3
COc1ccccc1CNCCc1c[nH]c2ccccc12,-3
C=CCNC(=O)c1c(N)n(Cc2ccccc2)c2nc3ccccc3nc12,45
CCc1ccc(N2C(=O)NC(=O)C3(Cc4cc(C)ccc4N(C)C3)C2=O)cc1 (stereo not drawn),-1
CCc1nn2c(=O)c(C)c(N3CCNCC3)nc2s1,-10
CNC(=O)NC(=O)COC(=O)c1cn(C)c2ccccc12,16
Cc1ccc(-n2nnnc2C2(NC(C)C)CCCCC2)cc1,3
NC1(c2ccccc2)CCC1,8
COc1ccc(CC(=O)N2CCN(CC(=O)NC(N)=O)CC2)cc1,-5
COc1ccc(-c2c(C)oc3cc(OC(=O)N(C)C)ccc3c2=O)cc1,0
COC1CC(OC2CCC3(/C=N/O)[C@H]4CCC5(C)C(C6=CC(=O)OC6)CCC5(O)[C@@H]4CCC3(O)C2)OC(C)C1O (stereo partly drawn),0
Cn1cc(C(=O)NC2CCCCCCC2)c2ccccc21,4
N#Cc1ccc(NC(=O)CSc2nnc(Cc3ccccc3)o2)cc1Cl,6
COc1ccccc1OCCNc1ccc([N+](=O)[O-])c2cccnc12,6
O=[N+]([O-])c1cccc2cccnc12,-6
CC/C=C(/C)C(=O)NC(C)Cc1ccc(Br)cc1 (stereo not drawn),4
COc1cc(CNC2CN3CCC2CC3)cc(Cl)c1OCc1ccccc1 (stereo not drawn),2
CCCNC(=O)C(C)N1CC=C(c2c[nH]c3ccccc23)CC1 (stereo not drawn),4
CCC(CC)NC1CC1,5
C=CCOC(=O)C1=C(C)OC(N)=C(C(=O)OCC)C12C(=O)Nc1ccc(Br)cc12 (stereo not drawn),25
C/C(=N\O)c1cn(C)c2ccccc12,0
COc1ccc2c(c1)c(C(C)=O)c(C)n2Cc1ccccc1,0
COc1ccc(CNCCc2ccc(Cl)cc2)cc1,-2
O=C1C2CCCCC1CN(Cc1ccccc1)C2,1
Cc1cc(C)c2c(CCN)c(C)[nH]c2c1,5
COc1cccc(CC(=O)N2CCN(C(C)C(=O)NC(N)=O)CC2)c1 (stereo not drawn),0
CCCNC(=O)c1cn(Cc2ccccc2)c2ccccc12,17
NCCc1ccc(OC(F)F)cc1,-2
CC(C)N1CCN(Cc2c[nH]c3ccccc23)CC1,-1
COc1cc(-c2c(C#N)c(N)nc3c2c(=O)nc2sccn23)ccc1OCc1ccccc1F,0
COc1cccc(CNCCc2cccc(F)c2)c1,-6
COc1cccc(C2SCC(=O)Nc3c2c(C)nn3C)c1OCc1ccccc1C (stereo not drawn),1
O=c1c2ccccc2[se]c2ccccc12,-4
COC1CC(OC2CCC3(C=O)[C@H]4CCC5(C)C(C6=CC(=O)OC6)CCC5(O)[C@@H]4CCC3(O)C2)OC(C)C1O (stereo partly drawn),8
COc1cccc(CC(=O)N2CCN(CC(=O)NC(C)(C)C)CC2)c1,9
Cc1[nH]nc2c1C(c1ccc(OCC(N)=O)cc1)SCC(=O)N2 (stereo not drawn),0
NC1CCCN(Cc2cccnc2)C1 (stereo not drawn),1
CC(C1CC1)N(C)C(=O)c1cn(Cc2ccccc2)c2ccccc12 (stereo not drawn),3
CC(=O)Nc1ccc(NC(=O)C(C)OC(=O)c2cn(C)c3ccccc23)cc1 (stereo not drawn),-17
CNC(C)c1ccc2ccccc2c1 (stereo not drawn),-4
NC(Cc1ccc(Cl)cc1)c1ccccc1 (stereo not drawn),4

An excerpt, so the mix of outcomes need not match the whole.
